Compound activity (PubChem)
LYPLA1 counter = blocks human lysophospholipase 1, a PME1 counter-screen. O75608. 320,000 tested, 0.16% active. AID 2174. inhibition, % at 5.9 µM. recombinant LYPLA1, FP-Rh probe fluorescence polarization;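 active = inhibition above the mean of all tested compounds plus 3 SD, set per campaign, cut at about 14% in these data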;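 note: inhibitors block serine hydrolase probe labeling of LYPLA1 so polarization falls; 0% = enzyme with DMSO and 100% = wells lacking LYPLA1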
pPAFAH FP inh = inhibitors of human plasma PAF acetylhydrolase (pPAFAH) | Q13093 | recombinant pPAFAH, FP-rhodamine probe fluorescence polarization | inhibition, % at 3.39 µM | 330,000 tested, 1.5% active;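 active = inhibition above the mean inhibition across the screen plus 3 SD, cut at about 25% in these data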;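 note: inhibitors block binding of the rhodamine activity-based probe so polarization drops; 0% = enzyme with DMSO and 100% = wells lacking pPAFAH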
Target sequence (Q13093 whole entry, looked up): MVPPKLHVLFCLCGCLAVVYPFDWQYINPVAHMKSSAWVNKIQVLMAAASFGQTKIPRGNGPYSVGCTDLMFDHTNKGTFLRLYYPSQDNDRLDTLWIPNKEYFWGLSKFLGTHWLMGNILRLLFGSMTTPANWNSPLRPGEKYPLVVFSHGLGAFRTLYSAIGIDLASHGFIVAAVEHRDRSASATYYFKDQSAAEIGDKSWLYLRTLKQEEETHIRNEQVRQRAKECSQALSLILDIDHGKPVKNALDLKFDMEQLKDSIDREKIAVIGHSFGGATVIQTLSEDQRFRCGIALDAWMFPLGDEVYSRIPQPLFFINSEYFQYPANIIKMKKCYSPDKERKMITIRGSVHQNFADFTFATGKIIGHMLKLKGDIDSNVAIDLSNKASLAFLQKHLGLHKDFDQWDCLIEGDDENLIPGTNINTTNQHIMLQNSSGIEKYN
GSTO1 inh = counter-screen for RBBP9 inhibitors: inhibitors of human GSTO1 | P78417 | recombinant GSTO1, activity-based probe fluorescence polarization | inhibition, % at 5.96 µM | 300,000 tested, 1.1% active | AID 1974;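 active = inhibition above the campaign mean inhibition plus 3 SD, cut at about 35% in these data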;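 note: 0% = GSTO1-1 with DMSO and 100% = wells lacking GSTO1-1 enzyme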
PME-1 primary = PME-1 (human) inhibition; inhibition, % at 5.9 µM; 320,000 tested, 0.53% active; recombinant PME-1, FP-Rh probe fluorescence polarization;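 active = inhibition above the campaign mean of all compounds plus 3 SD, cut at about 26% in these data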;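 note: competitive labeling of PME-1 active site by serine hydrolase directed probe; 0% = PME-1 with DMSO and 100% = wells lacking PME-1 enzyme; inhibitors block probe labeling so polarization falls and inhibition rises; many of its hits are not listed in these tables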
PREPL inh = inhibitors of human prolyl oligopeptidase-like enzyme PREPL. 320,000 tested, 0.68% active. Q4J6C6. recombinant PREPL, fluorescence polarization activity-based probe. inhibition, % at 5.96 µM; in the data active = inhibition above about 43%;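 note: 0% = enzyme with DMSO and 100% = wells lacking enzyme; many of its hits are not listed in these tables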
PAD4 inh = PAD4 (human) enzyme inhibition; recombinant PAD4, RCA probe fluorescence polarization; AID 485272; Q9UM07; inhibition, % at 6.36 µM; 330,000 tested, 0.41% active;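 active = percent inhibition above a cutoff equal to the mean of all tested compounds plus 3 SD, cut at about 15% in these data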;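 note: 0% = PAD4 with RCA probe and DMSO and 100% = probe without PAD4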
PAFAH1B2 FP inh = inhibitors of human PAFAH1B2. P68402. recombinant PAFAH1B2, FP-rhodamine activity probe, fluorescence polarization. inhibition, % at 3.39 µM. 340,000 tested, 1.2% active;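 active = inhibition above the mean of all tested compounds plus 3 SD, cut at about 24% in these data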;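 note: 0% = enzyme with DMSO and 100% = wells lacking PAFAH1B2; many of its hits are not listed in these tables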
Target sequence (P68402 whole entry, looked up): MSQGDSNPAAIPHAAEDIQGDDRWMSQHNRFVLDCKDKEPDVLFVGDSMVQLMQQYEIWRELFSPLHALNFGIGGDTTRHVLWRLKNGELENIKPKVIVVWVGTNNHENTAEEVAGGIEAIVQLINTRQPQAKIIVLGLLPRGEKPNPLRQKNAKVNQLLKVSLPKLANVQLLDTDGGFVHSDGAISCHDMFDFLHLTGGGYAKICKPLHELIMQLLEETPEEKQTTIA
PAFAH1B3 inh = inhibitors of human PAFAH1B3; inhibition, % at 3.39 µM; AID 492972; recombinant PAFAH1B3, FP-rhodamine probe, fluorescence polarization; 340,000 tested, 0.28% active;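 active = inhibition above the screen-wide average of all tested compounds plus 3 SD, cut at about 25% in these data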;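 note: 0% = enzyme with DMSO only and 100% = wells lacking PAFAH1B3 protein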
LYPLA2 inh = LYPLA2 (human) inhibition in PME1 counter-screen; 320,000 tested, 0.38% active; recombinant LYPLA2, FP-Rh probe fluorescence polarization; inhibition, % at 5.9 µM; O95372;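 active = inhibition above the screen-wide mean plus 3 SD, limit set per campaign, cut at about 26% in these data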;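 note: 0% = LYPLA2 with DMSO and 100% = wells lacking LYPLA2 enzyme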
Target sequence (O95372 whole entry, looked up): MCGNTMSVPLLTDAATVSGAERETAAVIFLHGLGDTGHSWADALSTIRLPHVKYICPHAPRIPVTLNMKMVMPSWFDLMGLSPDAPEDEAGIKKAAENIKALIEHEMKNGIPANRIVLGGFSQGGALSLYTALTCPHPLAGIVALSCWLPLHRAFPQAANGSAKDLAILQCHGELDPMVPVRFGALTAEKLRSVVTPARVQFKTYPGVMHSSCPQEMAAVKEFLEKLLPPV
An asterisk follows results filed as active; nt = not tested or not shown. The list is partial; rates above refer to the full screens.

SMILES	LYPLA1 counter	pPAFAH FP inh	GSTO1 inh	PME-1 primary	PREPL inh	PAD4 inh	PAFAH1B2 FP inh	PAFAH1B3 inh	LYPLA2 inh
CC(C)(C)N=C1NN=C(c2cc3ccccc3o2)CS1	1	6	2	6	3	1	2	8	3
OCC[C@H]1C[C@@H](O)[C@H](O)[C@@]2(Cc3ccccc3CCO2)O1	-6	1	7	1	-5	0	5	5	-5
CC(C)OC(=O)CSc1nnc(-c2ccccn2)n1C	-2	-1	-5	1	4	-4	4	-1	-3
O=C(Nc1cccc(C(F)(F)F)c1)NC1CCCCC1	2	-4	5	6	27	-4	4	-2	10
CC(=O)c1nn(-c2ccccc2)cc1C(=O)c1ccc(C)cc1	1	5	-3	0	-7	-2	nt	nt	4
CC(=O)NC(NC(=S)Nc1cccc(Br)c1)C(Cl)(Cl)Cl (configuration not stated)	-1	-3	-13	-1	-11	2	-3	8	-3
COc1ccc(CCCc2n[nH]c(=S)o2)c(C)c1	-3	2	5	0	-3	0	3	-3	1
Cc1cccc(Nc2nnc(SC3CCOC3=O)s2)c1C (configuration not stated)	1	8	11	0	4	2	3	4	5
O=C(NN1C(=O)NC2(CCCCC2)C1=O)c1cc2ccccc2o1	0	0	nt	4	1	0	-2	5	3
O=S(=O)(Nc1ccc2ccccc2c1)c1ccccc1	-1	9	5	-7	-13	1	9	2	-5
Nc1nnnn1/N=C/c1cccc(OCc2ccccc2Cl)c1	-1	5	2	4	-17	-1	8	4	3
c1ccc(Cc2nc3ccccc3[nH]2)cc1	0	2	5	-11	-14	-1	-8	3	-1
CCCCCC(=O)Nc1cc(S(=O)(=O)N2CCOCC2)ccc1N1CCCC1	-1	6	2	-1	6	-5	1	10	1
COc1ccc(Nc2cc(=O)n(C3CCCCC3)c(=O)[nH]2)c(OC)c1	0	3	-6	0	10	-1	5	5	7
CC1(C)CC(=O)C2=C(C1)Nc1cc(C(=O)c3ccccc3)ccc1NC2c1ccccn1 (configuration not stated)	1	4	7	5	14	-2	9	7	5
CCOc1ccc(N(CC(=O)NC2CCCCC2)C(=O)CCCC(=O)Nc2ccccn2)cc1	-1	5	1	2	5	-2	5	6	5
O=C(NCc1cccc(Cl)c1)c1cccnc1	5	-4	1	2	0	0	-1	-2	0
O=S(=O)(Nc1cccnc1)c1ccccc1	0	2	-2	-4	-6	-3	4	10	-3
COC(=O)Cc1nnc(SCC(=O)Nc2ccccc2)c2ccccc12	-3	1	4	0	-4	7	4	12	0
CCOC(=O)c1c(NC(=O)COC(=O)Cn2c(C(F)(F)F)nc3ccccc32)sc(C)c1C	0	-3	9	-2	10	7	-2	-5	8
O=C(NCCc1ccccc1)C1CCCN1C(=O)Nc1ccccc1 (configuration not stated)	5	-2	-1	7	19	-5	-3	6	11
Fc1ccc(CSc2ccc3nnc(-c4cccs4)n3n2)cc1	4	5	-1	5	17	3	2	15	7
CCOc1ccc(C(=O)NCC(=O)Nc2ccncc2)cc1OCC	-2	3	nt	2	7	-6	3	8	-4
CS(=O)(=O)N(CC(=O)N1CCc2ccccc2C1)Cc1ccccc1	-2	6	-4	-2	-13	1	5	3	4
CCOC(=O)N1CCN(C(=O)N2CCOCC2)CC1	3	1	-4	-2	5	4	7	12	4
Cc1cc(C(=O)CN2C(=O)NC3(CCCCC3)C2=O)c(C)n1Cc1ccc2c(c1)OCO2	-2	10	-3	1	6	1	7	6	-1
CCCc1cc(=O)n2[nH]c(-c3ccc(Br)cc3)cc2n1	-2	6	-12	-163	20	-4	8	-7	-1
Cc1ccc(C(=O)NCCSCc2ccccc2)cc1[N+](=O)[O-]	0	2	-1	-2	6	0	12	12	9
CC(=O)c1ccc(Nc2ccc([N+](=O)[O-])c3nonc23)cc1	-3	4	15	0	13	2	2	10	-2
CCC(=O)N1CCN=C1SCc1ccc(Cl)cc1	1	3	9	-9	5	1	6	0	-1
CCOc1ccc(NC(=O)CS(=O)CC(=O)NC2CCCc3ccccc32)cc1 (configuration not stated)	-1	2	7	-3	-1	-4	7	9	0
CCc1cccc(C)c1NC(=O)COC(=O)c1cc([N+](=O)[O-])ccc1N1CCOCC1	1	6	6	4	5	5	2	4	6
CCC(C)n1c(=S)[nH]c2ccccc2c1=O (configuration not stated)	1	1	11	2	-5	1	8	2	0
NNC(=O)c1ccc(-c2ccccc2F)cc1	-2	0	1	-13	4	-3	-4	0	-12
COc1nc(Oc2ccc(/C=N/O)cc2)nc(N(C)C)n1	0	1	1	0	3	-1	2	5	4
CC1=CC=CN2CC(O)CN=C12 (configuration not stated)	4	0	2	-3	10	0	-1	2	2
O=C(Cc1cccc2ccccc12)Nc1ccc(OC(F)F)c(Cl)c1	-18	-12	0	-41	-8	-2	-2	1	-38
Cc1cnc(NC(=O)C(C)N2CCN(C)CC2)s1 (configuration not stated)	-4	-2	-2	2	8	1	1	8	-5
CN1CCN(c2nc(-c3ccc(Cl)c(Cl)c3)nc3ccccc23)CC1	1	-1	1	13	-41	-2	4	3	3
CCOc1ccccc1CNS(=O)(=O)c1cnc[nH]1	-3	0	14	-1	3	2	-1	9	8
O=C(CSc1ccccc1F)NCCCN1CCCC1=O	-1	-1	7	-7	16	2	9	6	-1
CCCCNc1c(-c2cccc(Sc3ccc(OC)cc3)c2)nc2ccccn12	nt	7	nt	nt	8	2	1	3	nt
O=C(CN1CCc2ccccc2C1)N1CCN(S(=O)(=O)c2ccccc2)CC1	2	5	-5	5	11	6	1	1	0
COCCN(C(=O)COC(=O)/C=C/c1ccc(C)o1)c1c(N)n(Cc2ccccc2)c(=O)[nH]c1=O	-1	0	5	2	4	6	0	-3	-3
Cc1nn(C)cc1C1C2=C(CC(C)(C)CC2=O)OC2=C1C(=O)CC(C)(C)C2	1	0	-4	-1	3	8	1	6	-3
CCCN1CCN(S(=O)(=O)c2ccc3c(c2)NC(=O)C(C)C(=O)N3)CC1 (configuration not stated)	2	-1	9	-1	10	3	6	1	6
O=C(COC(=O)c1cccc(S(=O)(=O)N2CCc3ccccc32)c1)Nc1ccc(Cl)cn1	-16	13	3	-5	-7	-2	-3	-6	-20
O=C(NN1C(=O)/C(=C/C=C/c2ccccc2)SC1=S)c1ccncc1	-5	9	-5	0	-4	-42	0	-1	-13
COc1ccc2[nH]c3nc(SCC(=O)Nc4ccc5c(c4)OCO5)nnc3c2c1	1	2	6	1	4	1	-2	-7	8
O=C(CCC(=O)OCc1cccc(C(=O)Oc2ccccc2)c1)Nc1cccc2ccccc12	-3	4	3	2	5	4	3	5	0
Cc1c(C(=O)N2CCOCC2)sc(NC(=O)c2ccc3c(c2)OCO3)c1C#N	-1	2	6	-1	1	0	2	-4	-2
Cc1ccc(NC(=O)Cn2c(O)c(N=NC(=O)c3cc([N+](=O)[O-])ccc3O)c3ccccc32)cc1	-1	8	5	2	7	5	nt	nt	5
O=C(Nc1cccnc1)C1CCCN1S(=O)(=O)c1ccc(Cl)c(Cl)c1 (configuration not stated)	0	6	-6	0	-6	1	3	12	0
Cc1ccc(-c2cnn(-c3cccc(C(F)(F)F)c3)c2N)cc1	0	10	5	-5	37	-5	-1	12	-5
COc1ccc(NC(=O)CCNC(=O)c2ccccc2)cc1S(N)(=O)=O	3	-2	9	1	14	3	2	-5	9
Cc1ccc(C2CC(c3ccccc3OC(F)F)Nc3ncnn32)cc1 (configuration not stated)	-1	-1	5	-2	-50	-2	6	-1	0
Cc1cc(=O)n2[nH]c(-c3sccc3-n3c(C)ccc3C)cc2n1	-5	22	15	-5	3	-3	nt	nt	0
CCOC(=O)c1ccc(NC(=O)Cc2cccs2)cc1	-4	3	4	-1	5	4	8	11	-1
COc1ccc(NC(=O)CCN2CCN(S(=O)(=O)c3ccc(F)cc3)CC2)cc1	-2	4	7	4	-4	-1	5	9	6
O=C(CSc1nncs1)NC(=O)Nc1ccc2c(c1)OCCO2	1	3	-13	7	32	-8	3	4	2

More records follow.
SMILES	LYPLA1 counter	pPAFAH FP inh	GSTO1 inh	PME-1 primary	PREPL inh	PAD4 inh	PAFAH1B2 FP inh	PAFAH1B3 inh	LYPLA2 inh
COc1ccc(NC(=O)CCS(=O)(=O)c2ccccc2)c(OC)c1	1	-1	2	-1	9	-3	4	-3	4
Cc1cc(C(=O)Nc2cnn(Cc3ccc(Cl)cc3Cl)c2)no1	1	-1	0	1	-10	-2	13	9	5
CCCCOc1ccc(C(=O)NCC(=O)NCC(c2ccc(OC)cc2)N2CCCC2)cc1 (configuration not stated)	1	7	0	1	10	0	5	5	3
Cc1scc(C(=O)N/N=C/c2ccc([N+](=O)[O-])o2)c1C	-1	10	18	1	17	-1	2	3	0
COC(=O)c1ccc(NC(=O)CSc2nnc(C)n2CC2CCCO2)cc1 (configuration not stated)	-1	8	5	-4	-2	-1	9	4	1
Cc1ccc2nc(N3CC(=O)Nc4ccccc43)nc(-c3ccccc3)c2c1	-4	-5	4	-5	0	-5	0	3	-10
CCNC(=O)N1CCC(c2nc3ccccc3s2)CC1	-3	0	-6	6	13	-2	0	6	4
O=C(Cn1c2c(c(=O)n3ncnc13)CCC2)N/N=C/c1ccc(Cl)cc1	4	3	-1	-1	15	5	5	7	8
S=c1[nH]cnc2sc(-c3ccccc3)cc12	3	2	9	2	-17	9	46*	-6	7
Cc1ccc(C(OCC(O)CNCc2ccc(F)cc2)c2ccccc2)cc1 (configuration not stated)	0	4	-3	0	-16	-3	-2	5	-6
CCCCN(CCCC)C(=O)C1(P(=O)(c2ccccc2)c2ccccc2)CCC1	1	-3	-10	2	-14	-9	7	-1	-2
CC(Oc1cccc(Cl)c1)C(=O)N(C)CC(=O)Nc1ccc(N2CCOCC2)cc1 (configuration not stated)	3	4	1	3	17	-3	5	1	3
Cc1c(C(=O)N(Cc2cccc(Br)c2)C2CCS(=O)(=O)C2)oc2ccccc12 (configuration not stated)	-3	9	1	-6	7	-6	-2	2	-3
COc1ccc(-c2noc(CN3CCCCC3)n2)cc1OC	3	7	2	2	16	-3	-3	0	-1
Cc1cc(O)ccc1NC(=O)CCN1C(=O)c2ccc([N+](=O)[O-])cc2C1=O	0	-2	-1	-1	4	-2	-4	1	1
COc1ccc(CCNc2ccc(C(CC(N)=O)NC(=O)c3ccc(Br)cc3)cc2[N+](=O)[O-])cc1 (configuration not stated)	-4	5	2	3	1	-1	8	0	-6
O=c1c2ccccc2oc2nc(-c3ccco3)n(Cc3ccccc3)c(=O)c12	-2	4	-6	-2	1	-2	-7	1	-5
CN(Cc1ccon1)C(=O)C1CCC(=O)N(Cc2ccc(Cl)cc2)C1 (configuration not stated)	0	1	3	3	1	2	3	9	2
CC(=O)Oc1ccc(C(=O)Nc2ccc(S(=O)(=O)N3CCOCC3)cc2)cc1	-3	3	3	-1	-4	0	-2	2	0

Of the compounds above, 4 contain bromine.
SMILES	LYPLA1 counter	pPAFAH FP inh	GSTO1 inh	PME-1 primary	PREPL inh	PAD4 inh	PAFAH1B2 FP inh	PAFAH1B3 inh	LYPLA2 inh
CC(=O)NC(NC(=S)Nc1cccc(Br)c1)C(Cl)(Cl)Cl (configuration not stated)	-1	-3	-13	-1	-11	2	-3	8	-3
CCCc1cc(=O)n2[nH]c(-c3ccc(Br)cc3)cc2n1	-2	6	-12	-163	20	-4	8	-7	-1
Cc1c(C(=O)N(Cc2cccc(Br)c2)C2CCS(=O)(=O)C2)oc2ccccc12 (configuration not stated)	-3	9	1	-6	7	-6	-2	2	-3
COc1ccc(CCNc2ccc(C(CC(N)=O)NC(=O)c3ccc(Br)cc3)cc2[N+](=O)[O-])cc1 (configuration not stated)	-4	5	2	3	1	-1	8	0	-6
